# From PubChem
# HCV inh: inhibitors of hepatitis C virus infection | Huh7.5.1 HCVcc-Cre infection, luciferase reporter, 44 h | Potency, µM (doses to about 41.8 µM), for inactives: at the top dose activity change, negative = inhibition, usual class: inhibitors | actives 3.4% (n = 340,000) | AID 651820; also: potency is read from the fitted curve at half-maximal effect
#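 Reporter virus HCVcc-Cre (~0.5 moi) infects cells exposed to compound; seeding density 1,000 cells/well with 4 h settling beforehand. Luminescence, 15 sec read, taken 44 h post-infection following a 15 min RT substrate incubation.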
# AMA1 RON2 block: disrupts binding of P. falciparum AMA1 to RON2; AlphaScreen AMA1-biotinylated RON2 peptide binding; Potency, µM (top dose mostly 58.2 µM), without a hit: top-dose activity change, negative = inhibition, usual class: inhibitors; actives 0.2% (n = 360,000);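 also: potency is read from the fitted curve at half-maximal effect; 0% = vehicle wells and -100% = peptide control; nearly all actives have a fitted effect of over 45% in size; some results filed as inactive show a strong effect at the top dose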
#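 AMA1 (3D7) with his tag at 25 nM final met compounds first, then biotinylated RON2 peptide at 25 nM; detection used donor plus acceptor beads, 10 µg/mL apiece, read by AlphaScreen after 30 min at room temperature.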
# HCMV inh: inhibitors of human cytomegalovirus | HFF cells, HCMV-luciferase reporter, 72 h; stronger effect = lower value | actives 4.5% (n = 410,000) | activity change, negative = inhibition, % at 57.5 µM; in the data active = activity change below about -60%; inconclusive = no clear call, values can overlap the other calls; inactive = above about -39%
#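 Human foreskin fibroblasts infected with luciferase-reporter HCMV at MOI 1 PFU/cell, compounds at two doses. Luciferase measured 72 h post infection; normalized to buffer-only basal and Salinomycin (10uM) controls.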
# LmPK inhibitor: inhibitors of Leishmania mexicana pyruvate kinase. purified LmPK, Kinase-Glo ATP luminescence, 1 h. Q27686. actives 0.37% (n = 290,000). Potency, µM (series often up to 57.5 µM), for inactives: at the highest dose activity change, negative = inhibition, hits mostly inhibitors. AID 1721; also: potency is read from the fitted curve at half-maximal effect
# Target sequence (Q27686 whole entry, looked up): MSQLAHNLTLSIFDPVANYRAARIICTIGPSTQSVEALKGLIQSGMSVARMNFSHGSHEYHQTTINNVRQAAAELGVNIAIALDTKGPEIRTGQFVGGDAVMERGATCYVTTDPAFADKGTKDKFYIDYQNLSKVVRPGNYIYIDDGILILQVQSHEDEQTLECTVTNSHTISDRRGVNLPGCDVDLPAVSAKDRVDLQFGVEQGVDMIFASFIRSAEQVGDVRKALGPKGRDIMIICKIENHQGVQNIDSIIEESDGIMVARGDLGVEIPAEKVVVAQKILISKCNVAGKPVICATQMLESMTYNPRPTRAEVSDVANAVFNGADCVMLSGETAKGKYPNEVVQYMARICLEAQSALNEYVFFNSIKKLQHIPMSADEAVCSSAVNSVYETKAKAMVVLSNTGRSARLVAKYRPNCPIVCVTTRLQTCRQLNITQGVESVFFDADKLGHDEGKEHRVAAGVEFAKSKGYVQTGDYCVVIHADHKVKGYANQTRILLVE
#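 ATP generated from ADP (0.1 mM) and PEP (0.5 mM) by 0.1 nM LmPK over 1 h at room temperature (pH 7.2 imidazole buffer) was detected by coupled luciferase luminescence. Values were normalized to uninhibited and no-enzyme wells.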
# AmpC inh no detg: inhibitors of E. coli AmpC beta-lactamase without detergent | P00811 | AmpC nitrocefin hydrolysis, absorbance 480 nm, 0.0001% Triton | Potency, µM (series often up to 57.1 µM), for inactives: at the highest dose activity change, negative = inhibition, hits mostly inhibitors | actives 0.52% (n = 330,000) | AID 485341;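 also: potency is read from the fitted curve at half-maximal effect; plate controls were no compound for no effect and no enzyme for full effect; nearly all actives have a fitted effect of over 20% in size; some results filed as inactive show a strong effect at the top dose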
# Target sequence (P00811 whole entry, looked up): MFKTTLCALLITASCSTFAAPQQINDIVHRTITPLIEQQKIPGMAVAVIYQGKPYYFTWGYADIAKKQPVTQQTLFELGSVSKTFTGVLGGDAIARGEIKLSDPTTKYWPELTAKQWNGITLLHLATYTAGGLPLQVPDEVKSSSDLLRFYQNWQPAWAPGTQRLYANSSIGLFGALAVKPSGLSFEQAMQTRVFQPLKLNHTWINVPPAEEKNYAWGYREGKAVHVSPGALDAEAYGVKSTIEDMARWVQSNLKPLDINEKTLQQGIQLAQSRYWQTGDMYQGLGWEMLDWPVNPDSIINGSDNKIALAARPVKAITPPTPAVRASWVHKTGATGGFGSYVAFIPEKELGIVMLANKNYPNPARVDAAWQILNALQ
#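 20 mM phosphate pH 7.0 + 0.01% (detergent screen) or 0.0001% Triton X-100; 5.3 nM AmpC reagent; cpd preinc 15 min RT; nitrocefin (800 uM stock) to start; A480 q20 s × 4 min; Activity was normalised to no-enzyme and no-compound control wells.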
# Tb PYK inh: inhibitors of Trypanosoma brucei pyruvate kinase | Q57TT1 | TbPYK enzyme, Kinase-Glo Plus ATP luminescence, 45 min | Potency, µM (doses to about 76.8 µM), for the others: top-dose activity, negative = inhibition, usual class: inhibitors | actives 0.12% (n = 410,000) | AID 624173; also: potency is read from the fitted curve at half-maximal effect; nearly all actives have a fitted effect of over 50% in size
#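 Luminescent Kinase-Glo Plus end-point after 45 min room-temperature reaction of T. brucei pyruvate kinase started with 130 uM ADP (final). Buffer TEA 50 mM pH 7.2 with KCl, MgCl2, BSA, Tween-20; titration-based qHTS with fitted concentration-effect curves.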
# AmpC inh detg: AmpC beta-lactamase inhibition with detergent present | AmpC hydrolysis of nitrocefin, absorbance 480 nm, 0.01% Triton | Potency, µM (highest dose often 114 µM), for inactives: at the top dose activity change, negative = inhibition, hits mostly inhibitors | actives 0.041% (n = 370,000) | AID 485294;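 also: potency is read from the fitted curve at half-maximal effect; 0% = no-compound wells and -100% = no-enzyme wells; nearly all actives have a fitted effect of over 25% in size; some results filed as inactive show a strong effect at the top dose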
#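 AmpC (5.3 nM in the dispensed reagent) in 20 mM phosphate pH 7.0 with 0.01% (detergent screen) or 0.0001% Triton X-100 was preincubated with compounds for 15 min at room temperature. Nitrocefin was then added from an 800 uM solution, and hydrolysis was followed at 480 nm.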
# * hit, by the source's call; ? = inconclusive; . = not tested or not shown; [ ] = dose if it differs, or a comment. Unless noted, calls follow the shape of the dose curve; as a rule, active = well fitted curve in the direction sought with a large enough effect; inconclusive = small, poorly fitted or top-dose-only effect, or another doubt; inactive = no such curve, though single readings can be large; an effect the other way counts as inactive or inconclusive. Unless noted, % is scaled to controls: 0 for no effect and ±100 for the full control effect.
SMILES,HCV inh,AMA1 RON2 block,HCMV inh,LmPK inhibitor,AmpC inh no detg,Tb PYK inh,AmpC inh detg
O=C(/C=C/c1ccco1)N1CCN(S(=O)(=O)c2cccs2)CC1,-7%,-6%,-29,4%,-9%,-13%,8%
CCOC(=O)c1c(NC(=S)NC)sc2c1CCCC2,-8%,117%[activator],6,4%,-13%,-14%,-13%
CCn1cc(C(=O)OCC(=O)Nc2ccc(C)c(Cl)c2)c(=O)c2ccc(C)nc21,.,.,9,.,.,-26%,22%
COc1ccc(/C=N\NC(=O)c2ccc(-c3ccccc3)cc2)c(OC)c1OC,?,-9%,51,9%,-29%,0%,-2%
CN1C(C)(C)CC(NC(=O)CCC(=O)NC2CC(C)(C)N(C)C(C)(C)C2)CC1(C)C,?,0%,7,.,.,2%,.
N#CC1(c2ccccc2)CCCN1C(=O)c1ccccc1Cl (stereo not drawn),5%,9%,9,5%,-6%,-3%,?
Cc1cccc(OCCCC(=O)N2CCCCCC2)c1C,-4%,3%,20,-4%,67%[activator],6%,-22%
CC(On1c(-c2ccccc2)nc2ccc(Cl)cc21)C(=O)O (stereo not drawn),-3%,-1%,46,1%,-26%,-10%,-2%
CC(=O)n1cc([C@@H]2C=C(C(=O)NCc3ccccc3)O[C@H](OCc3ccc(CO)cc3)C2)c2ccccc21,?,-3%,-11,4%,7%,-19%,13%
CC[C@H](C)[C@H](NC(=O)c1ccc(Cl)cc1)C(=O)OCC(=O)c1c(N)n(C)c(=O)n(C)c1=O,?,-10%,-37,.,61%[activator],16%,.
CC(NC(=O)COC(=O)c1ccccc1Nc1ccccc1)c1ccccc1 (stereo not drawn),-7%,-1%,8,6%,-22%,4%,?
O=C(Nc1cccc(-c2nc3ccccc3[nH]2)c1)c1ccccn1,-21%,7%,-8,-10%,-23%,3%,-11%

# Rewritten with tabs: part of the list above.
SMILES	HCV inh	AMA1 RON2 block	HCMV inh	LmPK inhibitor	AmpC inh no detg	Tb PYK inh	AmpC inh detg
Cc1cccc(OCCCC(=O)N2CCCCCC2)c1C	-4%	3%	20	-4%	67%[activator]	6%	-22%
CC(On1c(-c2ccccc2)nc2ccc(Cl)cc21)C(=O)O (stereo not drawn)	-3%	-1%	46	1%	-26%	-10%	-2%

# Remaining list, next part:
SMILES,HCV inh,AMA1 RON2 block,HCMV inh,LmPK inhibitor,AmpC inh no detg,Tb PYK inh,AmpC inh detg
CCC(C)NCCCCOc1ccc(C)cc1[N+](=O)[O-] (stereo not drawn),?,-24%,-17,0%,-17%,22%,-4%
Cc1ccc(S(=O)(=O)NCc2cn3ccsc3n2)c(C)c1,10%,7%,-14,-2%,-3%,4%,?
COc1ccc(CC(=O)OC(C)CN2CCOCC2)cc1 (stereo not drawn),7%,-18%,-5,7%,-2%,7%,0%
COc1ccccc1N1CC(C(=O)Nc2nnc(SC)s2)CC1=O (stereo not drawn),.,-2%,-1,0%,-12%,-19%,-11%
COc1ccc(C2/C(=C(/O)c3ccccc3)C(=O)C(=O)N2c2ccccn2)c(OC)c1 (stereo not drawn),6%,10%,31,-1%,-22%,.,-14%
Fc1ccccc1CN1Cc2ccccc2-n2nncc2C1,.,1%,-3,.,.,5%,.
O=C(CN1C(=O)/C(=C\c2ccccc2Cl)Sc2ccccc21)NCCCN1CCOCC1,?,-5%,-3,-4%,211%[activator],9%,-2%
O=C(NCc1ccccn1)C1CCN(S(=O)(=O)c2cccs2)CC1,0%,14%,34,1%,-11%,-3%,2%
Cc1ccc(NC(=O)CCC(=O)NNC(=O)c2ccccc2Cl)c(C)c1,4%,79%[activator],72,-5%,-9%,0%,-3%
Cc1cc(Cl)ccc1OCCCC(N)=O,?,0%,8,2%,-7%,-2%,-12%
CCN(c1cccc(C)c1)S(=O)(=O)c1cc2c3c(c1)CCC(=O)N3CCC2,?,-13%,-1,.,53%[activator],1%,-15%
Cc1ccc(C2CC(=O)N3CN(Cc4ccco4)CSC3=C2C#N)cc1 (stereo not drawn),1%,5%,14,-3%,-40%,?,?

# Profiles, quoted from the list. Values in the order: HCV inh, AMA1 RON2 block, HCMV inh, LmPK inhibitor, AmpC inh no detg, Tb PYK inh, AmpC inh detg
# Cc1cc(Cl)ccc1OCCCC(N)=O is listed with ?, 0%, 8, 2%, -7%, -2%, -12%
# Cc1ccc(NC(=O)CCC(=O)NNC(=O)c2ccccc2Cl)c(C)c1 is listed with 4%, 79%[activator], 72, -5%, -9%, 0%, -3%
# Fc1ccccc1CN1Cc2ccccc2-n2nncc2C1 is listed with ., 1%, -3, ., ., 5%, .
# CCN(c1cccc(C)c1)S(=O)(=O)c1cc2c3c(c1)CCC(=O)N3CCC2 is listed with ?, -13%, -1, ., 53%[activator], 1%, -15%
# COc1ccc(CC(=O)OC(C)CN2CCOCC2)cc1 (stereo not drawn) is listed with 7%, -18%, -5, 7%, -2%, 7%, 0%

# (further entries)
SMILES,HCV inh,AMA1 RON2 block,HCMV inh,LmPK inhibitor,AmpC inh no detg,Tb PYK inh,AmpC inh detg
Cc1nc2ccccc2c2oc(C(=O)NCc3ccc4c(c3)OCO4)cc12,8.9µM*,-4%,?,-1%,152%[activator],0%,-12%
COCCNC(=O)c1cc2c(-c3ccccc3F)nn(C)c2s1,?,-8%,122,2%,-3%,-10%,?
COc1cccc(NC(=O)[C@H](CC(C)C)NC(=O)N2CCn3c2nc2ccccc23)c1,-17%,64%[activator],40,6%,20%,-1%,-13%
CCOC(=O)C(=O)NNc1ccc(Cl)cc1,2%,1%,-40,-1%,-15%,-2%,7%
Cc1cc(OC(C)C(=O)Nc2ccccc2C(=O)N2CCCC2)ccc1Cl (stereo not drawn),.,-10%,0,5%,59%,7%,?
Cc1ccccc1CCNC(=O)Cn1ccc2cc(S(=O)(=O)N3CCCC3)ccc21,-9%,-1%,-28,4%,-34%,-4%,-6%
COc1ccccc1C(=O)n1nc(-c2ccc(Cl)cc2)nc1N,-20%,-10%,-30,-2%,-19%,-2%,-1%
O=C(c1ccco1)N1CCN(c2ncnc3c2[nH]c2ccc(Cl)cc23)CC1,0%[0.335 µM],.,.,-1%,-29%,.,-15%
Cc1c(N2C(=O)/C(=C\C3CC=CCC3)SC2=S)c(=O)n(-c2ccccc2)n1C (stereo not drawn),-13%,42%[activator],40,0%,-19%,-9%,-1%
CC(C)CCNC(=O)C(c1ccco1)N(CCCO)C(=O)Cn1nnc(-c2ccc(F)cc2)n1 (stereo not drawn),16%,-9%,-33,5%,90%[activator],-21%,2%
COc1ccc(NC(=O)COc2cccc3c2OC(C)(C)C3)cc1OC,6.3µM*,-5%,?,.,33%,0%,1%
O=C(CCCCO)CCCCCCCC[C@H]1N[C@H](CO)[C@H](O)[C@@H]1O[C@@H]1O[C@H](CO)[C@@H](O)[C@H](O)[C@H]1O,?,13%,8,0%,-6%,-2%,-6%
COc1ccc(C2/C(=C(\O)c3ccc4c(c3)OCCO4)C(=O)C(=O)N2CCCN(C)C)c(OC)c1 (stereo not drawn),11%,1%,-17,7%,-17%,-16%,-5%
Cc1ccc(NC(=O)CN(C)C(=O)COC(=O)c2nc3nccc(C)n3n2)cc1,5%,-4%,0,.,-17%,0%,-10%
CCc1ccccc1N1CC(C(=O)Nc2nccs2)CC1=O (stereo not drawn),23%,-9%,-4,-2%,-4%,0%,-2%
CCCC(=O)Nc1ccc(NC(=O)c2ccccc2Cl)nc1,?,10%,49,-2%,-31%,1%,3%
Cc1noc(C)c1NC(=O)N(C)C[C@@H]1Oc2cc(Br)ccc2S(=O)(=O)N([C@@H](C)CO)C[C@H]1C,.,-7%,24,.,.,0%,.
CN(C)c1ccc(CNC(=O)CN2CCSc3ccc(S(=O)(=O)N(C)C)cc32)cc1,.,.,3,.,.,-4%,-1%
Cc1sc2nc(CSc3nnnn3-c3ccc(Cl)cc3)[nH]c(=O)c2c1C,?,20%,?,3%,-34%,-11%,-10%
O=C(COc1ccccc1C(=O)c1cnn(-c2ccccc2)c1)Nc1ccc2ccccc2c1,13µM*,-13%,-4,-2%,-29%,-4%,?
Cc1ccc(C2NC(=S)NC3=C2C(=O)CCC3)cc1 (stereo not drawn),13%,2%,100,-1%,-7%,0%,?
Cc1cccc(C(C)C)c1NC(=O)COC(=O)Cc1ccsc1,4%,-8%,0,-3%,-13%,2%,-7%
COc1ccc(-c2cc(C(=O)NC(Cc3cc4ccccc4[nH]3)C(=O)O)c(C)o2)cc1OC (stereo not drawn),6%,1%,25,5%,-13%,-21%,4%
CNC(=O)NC(=O)CSc1ccc(S(=O)(=O)N2CCOCC2)cn1,16%,-6%,-14,.,-7%,3%,5%
CC(Oc1ccccc1Cl)C(=O)Nc1ccc(S(=O)(=O)Nc2nccs2)cc1 (stereo not drawn),5%,-3%,-6,.,-20%,-5%,-26%
CCOC(=O)c1c(NC(=O)C(C)OC(=O)C2=COCCO2)sc2c1CCCC2 (stereo not drawn),13µM*,1%,.,.,5%,-4%,-9%

# Retrieved by compound from the entries so far:
SMILES,HCV inh,AMA1 RON2 block,HCMV inh,LmPK inhibitor,AmpC inh no detg,Tb PYK inh,AmpC inh detg
Fc1ccccc1CN1Cc2ccccc2-n2nncc2C1,.,1%,-3,.,.,5%,.
Cc1ccc(C2NC(=S)NC3=C2C(=O)CCC3)cc1 (stereo not drawn),13%,2%,100,-1%,-7%,0%,?
Cc1ccc(S(=O)(=O)NCc2cn3ccsc3n2)c(C)c1,10%,7%,-14,-2%,-3%,4%,?
O=C(CN1C(=O)/C(=C\c2ccccc2Cl)Sc2ccccc21)NCCCN1CCOCC1,?,-5%,-3,-4%,211%[activator],9%,-2%
CCOC(=O)C(=O)NNc1ccc(Cl)cc1,2%,1%,-40,-1%,-15%,-2%,7%

# Outcome played no part in choosing rows; about 7.5% have a hit in one of these screens.
